Growth percent in the NCI-60 one-dose screen (48 h, 10 µM unless noted): 100 = growth as untreated, 0 = no growth, -100 = all killed.
U251: U251 CNS tumor cells; actives 5.4% (n = 80,000)
UO-31: UO-31 renal cancer | actives 5.2% (n = 81,000)
SF-539: SF-539 CNS cancer; actives 6.8% (n = 81,000)
PC-3: PC-3 prostate cancer cells. actives 3.9% (n = 80,000)
786-0: 786-0 renal cancer cells; actives 5.1% (n = 81,000); AID 1794775
SF-295: SF-295 CNS cancer cells | actives 5.6% (n = 79,000)
DU-145: DU-145 prostate cancer. actives 4.2% (n = 81,000). AID 1794760
SN12C: SN12C renal cancer cells; AID 1794767; actives 3.8% (n = 81,000)
TK-10: TK-10 renal cancer cells. actives 3.9% (n = 81,000)
Numbers without * were called inactive; nt = no result given; & = joins results of further samples. How the source made its calls: active means growth percent below 10; inactive means the rest.

SMILES	U251	UO-31	SF-539	PC-3	786-0	SF-295	DU-145	SN12C	TK-10
CN(C)N1C2=C(C(=O)CC(C)(C)C2)C(c2ccccc2)c2c1nc(N)c(C#N)c2N (stereo not drawn)	95	82	94	68	101	91	99	96	96
CC(=O)c1ccc2c(c1)[nH]c1ccccc12	109	86	98	95	102	99	109	92	109
CCOC(=O)C1=C(C(=O)OCC)c2ccc(OC)c(OC)c2C1	100	87	105	92	102	92	122	102	98
CCOC(=O)c1sc2nc(-c3cc4ccccc4o3)cc(-c3ccc(Cl)cc3)c2c1N	96	87	120	77	118	nt	100	82	145
Cc1ccc(NC(=O)NNC(=O)c2ccc(NC(=O)c3ccccn3)cc2)cc1	81	84	43	96	77	95	102	90	104
CCC(C)[C@H](NC(=O)NC(=O)NC(=O)CI)C(=O)OC (stereo partly drawn)	93	-21*	91	93	-50*	89	108	89	92
Cc1cc(N=Nc2ccc(N=Nc3ccc(N=Nc4ccc(O)c(C(=O)O)c4)cc3)c(S(=O)(=O)O)c2C)c(N)cc1N	97	66	100	86	106	92	110	93	111
Cc1c(O)c(Br)c(Br)c(Br)c1Br	100	65	98	101	106	nt	123	100	109
CCN(Cc1cccc(S(=O)(=O)O)c1)c1ccc(C(=C2C=CC(=[N+](CC)Cc3cccc(S(=O)(=O)O)c3)C=C2)c2ccccc2)cc1	91&103	75	111&96	93&91	112&97	128&106	116&112	117&87	102&112
Nc1cc2c3c(cccc3c1)C(=O)N(CCN1CCCC1)C2=O	29	13	29	41	46	45	28	32	105
C=CCOC(CCl)CCl	99	87	93	97	100	nt	104	110	94
COc1cc(-c2nc(C(=O)Nc3cccc(F)c3F)nn2-c2ccc(F)c(F)c2)cc(OC)c1OC	74	38	81	44	78	86	99	74	95
CCOC(=O)C1=CC=C(c2cc3cc(Br)ccc3oc2=O)NC1C (stereo not drawn)	101	89	93	100	103	97	116	94	112
Cn1c(=O)c2[nH]c(N/N=C/c3ccccc3)nc2n(C)c1=O	96&111	90&113	107&110	103&109	97&95	108&105	108&110	101&105	102&98
O=C(CI)NC(Cc1c[nH]c2ccccc12)C(=O)O (stereo not drawn)	96	77	104	91	109	104	97	97	108
NC(=O)Nc1cccc(O)c1	105	87	110	92	101	120	105	91	93
Nc1nnc(-c2ccccc2)o1	93	86	101	87	99	105	110	95	95
CC(C)(C)OC(=O)NC(=NCCC[C@H](NC(=O)OC(C)(C)C)C(=O)NCCCCCCNC(=O)OCc1ccccc1)NC(=O)OC(C)(C)C	74	49	89	43	75	80	81	82	nt
Nc1cc([N+](=O)[O-])ccc1N1C(=O)CCCC1=O	100	92	93	95	95	108	107	102	112
N#CCCCC(CCCC#N)(c1ccccc1)c1ccccc1	100	nt	104	83	103	nt	108	103	96
COC(=O)c1ccc2c(c1)NC(=O)[C@H]1CCCN21	101	92	101	101	86	83	99	103	106
COc1ccc2c(c1)c(=O)oc1c(C)c(OCC(C)=O)ccc12	90	98	94	83	101	94	87	94	83
Oc1c(I)cc(I)cc1CNCc1ccccn1	16	5.0*	20	39	36	26	50	38	23
O=C(CCCCC(=O)N/N=C\c1ccccc1O)N/N=C\c1ccccc1O	26	19	19	nt	20	38	45	47	41
COC(=O)c1cc(OC)nc(SC)n1	88	85	99	89	97	103	110	99	92
Next part
SMILES	U251	UO-31	SF-539	PC-3	786-0	SF-295	DU-145	SN12C	TK-10
Cc1cc2nc(NC(=O)c3ccc(Nc4ccc(Cl)nn4)cc3)sc2cc1C	95	86	98	87	96	nt	107	94	100
COc1ccc2cc(C(=O)/C=C/N3CCN(CCO)CC3)ccc2c1	99	77	90	90	98	102	94	95	76
COc1ccccc1C1=NO[C@H](C(=O)Nc2cccc(O)c2)C1	103	83	100	102	110	97	104	103	102
COc1ccc(NC(=S)SCCC(=O)O)cc1	98	80	119	96	102	97	112	97	113
CSc1[nH]n(C2=Nc3ccccc3Sc3ccccc32)c(=O)c1C#N	95	91	97	79	90	100	113	95	108
Cn1cc(-c2nc(-c3c[nH]c4c(Cl)nccc34)cs2)c2cc(Br)ccc21	78	84	82	81	85	91	80	89	86
COc1ccc(-n2cnc3c(sc4ncccc43)c2=O)cc1	99	96	100	105	103	nt	118	100	120
O=C(CSc1ccc(Cl)cc1)Nc1ccccc1	95&102	101&95	100&101	99&91	95&120	79&133	106&114	102&100	106&90
COc1ccc(NC(=O)OC(C)C)c(OC)c1	94	101	99	99	106	111	115	103	97
CON1CCC[C@]2(C)[C@H]3CC[C@@H]4[C@H]5[C@H]([C@@H](C)O)CC[C@]5(CO)CC[C@@]4(C)[C@]3(C)CC[C@H]2C1(C)C	92	83	102	64	97	102	104	93	126
Fc1ccc(Nc2ccnc(N3CCN(c4ccnc5cc(Cl)ccc45)CC3)n2)cc1	47	7.1*	51	23	37	40	77	49	31
COc1ccc(-c2nc3sc(C)nn3c2/C=C/C(=O)c2ccc(OC)c(OC)c2)cc1	101	74	85	101	99	103	103	102	nt
COc1cc(-c2nc3ccc(C)cc3n2CC(=O)NNC(=O)c2ccncc2)cc(OC)c1OC	102	75	94	101	103	91	104	100	104
Nc1nc(N)nc(Nc2ccccc2)n1	101	100	107	101	102	104	101	103	100
COc1cc(OC)c2c(c1)c1nc3cc(C)c(C)cc3nc1n2CCN(C)C	91	74	86	85	84	90	90	82	182
Nc1c(S(=O)(=O)O)cc(Br)c2c1C(=O)c1ccccc1C2=O	105&102	68&77	101&104	85&92	110&106	100&104	116&106	112&107	110&102
N#C/C(=C\c1ccc(Cl)cc1)c1cc2ccccc2[nH]1	99	87	102	94	102	94	93	95	136
COc1ccc2nc(N/N=C/c3cccc(C)n3)cc(C)c2c1	96	69	104	95	80	nt	92	98	80
CN(C)CCOC(=O)Nc1c(Cl)cccc1Cl	nt	105	112	96	106	nt	108	103	112
Cc1csc(SCc2nc3sc(C)c(C)c3c(=O)[nH]2)n1	111	90	105	107	101	106	107	120	260
CN(C)CCSC1=Nc2ccc(Cl)cc2C(c2ccccc2Cl)N(C)C1 (stereo not drawn)	71	25	58	49	65	60	94	64	65
O=c1oc2ccc(-c3ccc(F)cc3F)cc2c(=O)n1-c1ccc(Br)cc1F	64	85	74	79	95	78	85	46	65
O=C(Cn1cc(CN2C(=O)c3ccccc3S2(=O)=O)nn1)Nc1cccc(Cl)c1	112	101	110	104	115	115	109	110	103
COc1ccc(C2CC(c3ccccc3)=Nc3ccccc3S2)cc1OC (stereo not drawn)	nt	56	105	83	100	nt	96	94	98
COc1cccc(-c2nn(-c3ccccc3)cc2-c2ccnc(NCCNS(=O)(=O)c3ccc(C)cc3)c2)c1	54	42	97	32	73	65	85	65	69
(next part)
SMILES	U251	UO-31	SF-539	PC-3	786-0	SF-295	DU-145	SN12C	TK-10
COc1ccc(-c2cc(-c3nnc(SCC(=O)Nc4ccc(C(C)=O)cc4)o3)c3ccccc3n2)cc1OC	87	77	104	73	105	96	98	81	88
Fc1ccc([C@@H]2CCNC[C@H]2COc2ccc3c(c2)OCO3)cc1	70	40	89	54	68	74	92	59	58
O=C(c1ccccc1)c1ccc[nH]1	97	108	108	90	102	123	99	97	106
Cc1cc(C(C)(C)C)cc(CNC(C)(C)C)c1O	101	76	114	94	100	105	124	100	111
S=C1NCCCN1	103	91	97	98	102	127	110	112	116
COC(=O)C1CCC(NNC(=O)c2ccccc2)=N1 (stereo not drawn)	103	92	104	109	115	105	102	102	108
CCN(CC)CCC(O)(Cc1ccccc1)C(C(=O)O)c1ccccc1 (stereo not drawn)	98	94	101	106	104	97	104	97	102
Nc1ccc(N=Nc2ccc(N=Nc3c(S(=O)(=O)O)cc4cc(S(=O)(=O)O)c(N=Nc5ccc(N=Nc6ccc(N)cc6N)cc5)c(O)c4c3N)cc2)c(N)c1	99	92	110	95	115	97	122	115	113
CC(OC(=O)Nc1cccc(Cl)c1)C(=O)O (stereo not drawn)	102	91	99	93	96	75	113	93	102
O=C(Nc1ccc(NC(=O)c2cc(S(=O)(=O)Nc3ccccc3Cl)c(O)c(O)c2O)cc1)c1cc(S(=O)(=O)Nc2ccccc2Cl)c(O)c(O)c1O	97	72	104	100	110	100	99	91	99
COc1cccc(-c2c(C#N)c(-c3ccco3)nc3c2c(-c2ccccc2)nn3-c2ccccc2)c1	97	101	90	93	100	101	108	100	101
CC1CCOC(c2ccc(Cl)cc2Cl)O1 (stereo not drawn)	106	85	100	94	94	98	115	98	103
COc1ccc(/C(C)=C(\c2ccc(Cl)cc2)c2ccc(OCCN3CCCCC3)cc2)cc1F	34	12	4.7*	28	2.5*	-20*	63	47	69
Nc1ncccc1O	81	92	106	133	111	82	23	97	108
O=C(O)c1ccccc1Oc1cc(-c2ccco2)nc(OCCN2CCOCC2)n1	113	88	108	127	96	102	113	97	97
Cc1ccc(Cc2cnc(NC(=O)/C=C/c3cccc(C)c3)s2)cc1	9.3*	34	-30*	30	18	-14*	16	31	28
Clc1nc2ccc(Br)cc2cc1-c1nc2ccccc2[nH]1	81	80	107	40	91	87	99	15	nt
COc1cc(C2Nc3c(ccc4ccccc34)-n3c(C)cc(=O)n32)cc(OC)c1OC (stereo not drawn)	102	82	98	93	108	103	123	103	125
CCn1cc(C(=O)O)c(=O)c2cc(F)c(N3CCN(CC(=O)Nc4ccc(OC)cc4)C(C)C3)c(F)c21 (stereo not drawn)	100	81	97	96	95	98	109	101	108
S=C=Nc1ccc(N=C=S)cc1	100	83	106	95	94	101	112	nt	100
CCCCCCCCCCOC(=O)c1nn(C(C)=O)c2cc(C)c(C)cc12	93	72	98	74	95	96	106	102	104
CCOC(=O)C(=O)NCCc1ccc(OC)c(OC)c1	100	90	108	83	108	111	108	99	104
COc1ccc(/C=N/Nc2nc3ccccc3s2)cc1	86	63	94	81	111	97	105	89	112
NC(=S)SCCC(=O)O	98	86	55	94	107	110	114	104	98
COc1cc(C2CC(=O)Nc3n[nH]c(-c4ccccc4)c32)cc(OC)c1OC (stereo not drawn)	63	87	81	59	75	76	102	84	98
Other entries:
SMILES	U251	UO-31	SF-539	PC-3	786-0	SF-295	DU-145	SN12C	TK-10
O=C1C(Nc2ccc(Br)cc2)=C(I)C(=O)c2ncccc21	32	-38*	15	39	44	87	20	1.3*	71
CC(=NCc1ccccc1)c1ccccc1O	102	78	nt	89	111	108	113	106	113
CCOC(=O)Nc1ccc(OC(=O)Oc2ccc(NC(=O)OCC)cc2)cc1	100	86	87	100	111	95	100	110	111
CC(=O)O[C@@]1(c2cn(-c3ccc(C(=O)O)cc3)nn2)CC[C@H]2[C@@H]3CCC4=CC(=O)CC[C@@H]4[C@H]3CC[C@@]21C	86	83	99	79	105	93	116	89	120
COc1ccc(-n2ncn(CCCCn3cnn(-c4ccc(OC)cc4)c3=O)c2=O)cc1	97	85	96	91	89	98	106	92	104
COc1ccc(Cc2nc3c([nH]2)c(=O)n(C)c(=O)n3C)cc1OC	96	100	99	106	113	nt	116	111	112
COc1ccc2[nH]c(C(=O)OCc3ccc4c(Cl)cc(Cl)c(O)c4n3)cc2c1	7.6*	-100*	-96*	-56*	-83*	68	-98*	-76*	-98*
CC(C)c1cc(C(C)C)c(S(=O)(=O)Oc2ccc(NC(=O)c3ccc(Cl)cc3)cc2)c(C(C)C)c1	21	30	74	14	34	11	44	21	42
O=c1c2ccccc2nc(SCc2nnc(Nc3ccccc3)s2)n1CCc1ccccn1	99	81	96	96	103	101	109	99	108
COc1cc(-c2ccc(/C=N/NC(=O)c3[nH]c4ccc(Br)cc4c3-c3ccccc3)o2)cc(OC)c1OC	41	102	-13*	69	67	57	81	96	112
COc1ccc(NC(=O)CN)cc1	78	95	101	73	93	102	120	98	115
COc1ccc2cc(-c3nc4nonc4[nH]c3=O)ccc2c1	110	87	101	111	98	105	111	105	108
CC12CCC(=O)C=C1C(O)CC1C2CCC2(C)C1CCC2(O)C(=O)CO (stereo not drawn)	102	88	108	98	106	nt	nt	105	107
O=C(O)c1cc(O)[nH]c(=O)c1	99	78	98	94	92	93	118	102	97
COc1cc(CN(CCC(O)N2CCCC2=O)Cc2ccc3c(c2)OCO3)cc(OC)c1OC (stereo not drawn)	102	78	100	90	94	92	108	105	112
CC1=C(C)C(=O)C(N2CCN(c3ccc(C)cc3)CC2)=CC1=O	97	94	94	90	99	100	102	99	115
COc1ccc(-c2ccn(CCC(=O)N3CCOCC3)n2)cc1OC1CCCC1	94	94	101	96	100	99	107	97	100
CNc1ncnc2[nH]ncc12	108	77	99	101	99	105	106	96	130

An unsorted share of the library, and some 10% of all compounds hit somewhere here.
